# NPYLR7 ag = agonists of mosquito NPYLR7 receptor, primary screen, cell-based, Aedes aegypti, calcium fluorescence, mosquito biting behavior; Aedes aegypti neuropeptide Y-like receptor 7 (NPYLR7); HEK293T NPYLR7/Galpha15, GCaMP6s calcium fluorescence; hit rate 0.15% among 270,000; activation, % at 10 µM; in the data active means activation above about 40%;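 further: 0% = vehicle and 100% = reference agonist at the receptor; some compounds past the cut are filed as inactive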
# hcGAS lum = Primary biochemical luminescence assay for human cyclic GMP-AMP synthase inhibitors; recombinant h-cGAS, ATP depletion, Kinase-Glo luminescence; inhibition, % at 12.5 µM; Q8N884; hit rate 0.081% among 290,000;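 further: 0% = vehicle reaction and 100% = reaction without DNA for no activity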
# Target sequence (Q8N884 whole entry, looked up): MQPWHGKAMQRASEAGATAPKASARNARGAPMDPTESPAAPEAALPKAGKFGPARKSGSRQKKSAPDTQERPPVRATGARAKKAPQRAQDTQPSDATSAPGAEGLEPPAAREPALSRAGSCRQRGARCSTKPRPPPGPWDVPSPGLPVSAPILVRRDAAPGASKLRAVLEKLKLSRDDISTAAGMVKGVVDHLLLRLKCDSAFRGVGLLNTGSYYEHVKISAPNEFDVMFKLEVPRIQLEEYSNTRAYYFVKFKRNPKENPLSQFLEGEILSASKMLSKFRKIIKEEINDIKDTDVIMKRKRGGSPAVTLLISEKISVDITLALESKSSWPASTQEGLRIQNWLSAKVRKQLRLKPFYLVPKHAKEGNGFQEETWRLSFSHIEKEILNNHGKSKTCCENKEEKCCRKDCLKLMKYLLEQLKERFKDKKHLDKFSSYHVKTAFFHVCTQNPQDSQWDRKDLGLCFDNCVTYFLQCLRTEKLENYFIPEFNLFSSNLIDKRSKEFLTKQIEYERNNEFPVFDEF
# mcGAS inh = cyclic GMP-AMP synthase inhibitors, mouse, primary biochemical chemiluminescence | Q8C6L5 | hit rate 0.15% among 160,000 | recombinant cGAS, Kinase-Glo ATP depletion luminescence | inhibition, % at 12.5 µM;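 further: 0% = negative control wells and 100% = reference inhibitor with no enzyme activity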
# Active calls of the source: *; · = no result given. Unless noted, no stated cut-off is given here; in the data, active means inhibition above about 40%; inactive means the rest.
SMILES,NPYLR7 ag,hcGAS lum,mcGAS inh
O=C(c1cccs1)N1CCc2ccccc2C1c1ccc(Cl)cc1 (configuration not stated),-1,-8,-8
CC(=O)c1ccc(OCC(=O)Nc2ccc(I)cc2)cc1,3,0,-6
CC(OC(=O)c1cccc(C#N)c1)C(=O)NC(=O)NC(C)(C)C (configuration not stated),-1,2,·
CCOC(=O)O[C@]1(C(=O)COC(=O)CC)CCC2C3CCC4=CC(=O)C=C[C@]4(C)C3[C@@H](O)C[C@@]21C (some centres not stated),2,-4,·
CN(C)C=Nc1nc(-c2ccc3c(c2)OCO3)cs1,-4,-10,·
CC1CC(C)CN(C(=O)CSc2nnc(Nc3ccc(C(C)C)cc3)s2)C1 (configuration not stated),0,-4,-4
Cc1ccccc1CSc1ccc2nnc(-c3cccs3)n2n1,-3,-8,-6
Cc1nc2nc(-c3cc(Cl)ccc3O)cc(C(=O)O)c2[nH]1,-2,9,51*
O=C(Nc1c(F)c(F)c(F)c(F)c1F)c1cc2c(=O)n3ccccc3nc2s1,-7,-2,·
C1COC(CN2CCN(C3CCC4(CCNCC4)CC3)CC2)C1 (configuration not stated),12,-7,·
O=C(Nc1cccc(Cl)c1)NC1CCN(c2ccccc2C(=O)NCc2ccncc2)CC1,18,-5,-4
CCC(COC)NC(=O)c1ccc(-c2cc(-c3cccc4ccccc34)[nH]n2)cc1 (configuration not stated),·,5,-3
CN(C1CCS(=O)(=O)C1)S(=O)c1ccc2ccccc2c1 (configuration not stated),-1,-5,·
CC(C)Oc1ccc(C(O)=C2C(=O)C(=O)N(CCCn3ccnc3)C2c2ccc([N+](=O)[O-])cc2)cc1 (configuration not stated),9,-5,-6
CCc1cn[nH]c1C1CCCN(C(=O)c2cc3cc(Cl)cc(OC)c3o2)C1 (configuration not stated),3,-2,·

# Single records, from the list above.
# CCC(COC)NC(=O)c1ccc(-c2cc(-c3cccc4ccccc34)[nH]n2)cc1 (configuration not stated) reads NPYLR7 ag = ·; hcGAS lum = 5; mcGAS inh = -3
# Cc1ccccc1CSc1ccc2nnc(-c3cccs3)n2n1 reads NPYLR7 ag = -3; hcGAS lum = -8; mcGAS inh = -6

# Going on with the list.
SMILES,NPYLR7 ag,hcGAS lum,mcGAS inh
CC(C)N1CCC(C(=O)N(Cc2ccccn2)C[C@@H]2CCC(=O)N2)CC1,-1,-6,-11
CCOc1ccc(-n2nnc3c(=O)n(Cc4cc(C)ccc4C)cnc32)cc1,3,7,·
Brc1ccc(Cn2nnc(-c3ccc4c(c3)OCO4)n2)cc1,3,-6,·
C#CCn1c(=NC(=O)c2ccn(C)n2)sc2cc(OCC)ccc21,3,-4,-6
COc1ccc(NC(=O)c2ccc(OC)nc2)c(OC)c1,9,-5,·
N[C@@H](C(=O)NCC1=CCCCC1)c1ccccc1,24,-4,·
CC(=O)N1CCC(=O)N(CC2CC2)Cc2cc3c(cc21)OCO3,12,7,-5
O=C(Nc1cccc(-c2cccc(F)c2)c1)C1CCN(CC2CCOC2)CC1 (configuration not stated),1,3,·
CC(C)=CC(=O)N1CCCN(C)C2(CCN(C)CC2)C1,2,1,1
COc1ccc(S(=O)(=O)NCc2cccnc2)cc1,-8,3,-3
O=C1CC2(CCCC2)C(=O)N1CC(O)CN1C(=O)c2ccccc2C1=O (configuration not stated),8,1,-5
CCOCCOc1nc(-c2cccc(OC)c2)n(-c2ccc(N)cc2)n1,-3,0,-5
Cc1cc(Nc2ccc3c(n2)C(=O)N(CC(=O)N[C@H]2CCc4ccccc42)C3)n(C)n1,6,-2,·
Cc1cc(F)ccc1S(=O)(=O)Nc1c(C)c(C)nn1C,2,-1,·
N#Cc1ccc(C=Cc2nc3cc(Cl)ccc3o2)cc1,1,-1,·
O=C(C1Cc2ccccc2C1)N1CCC(Cn2cc(CCO)nn2)CC1,-2,-4,-3
O=C(NCc1ccc(F)c(F)c1)c1cncn1-c1cccc(-c2ccccc2C(F)(F)F)c1,7,0,1
CN(C(=O)c1cc(CCc2ccccc2)no1)C1CCOC1 (configuration not stated),9,-5,·
O=C(CCl)N1CCN(S(=O)(=O)c2cccc(F)c2)CC1,-1,0,·
CCOC(=O)c1sc2nc(C(C)OC(=O)C3CC4CCCC(C3)C4=O)[nH]c(=O)c2c1C (configuration not stated),4,-6,·
CC(NS(=O)(=O)N(C)C(C)C)C(=O)N(C)C (configuration not stated),7,-10,·
CCOC(=O)C1=C(CC)NC2=C(C(=O)CC(C)(C)C2)C1c1ccccc1F (configuration not stated),-1,-10,-4
Cn1ccnc1C(=O)c1ccc(NC(=O)C=Cc2cccs2)cc1,10,-2,·
c1ccn2ncc(CNc3nc(C4CCCC4)nc4c3CNC4)c2c1,19,-6,-16
O=C(NCC(O)(c1ccccc1)c1ccccc1)C(O)(c1ccccc1)c1ccccc1,-11,-5,·
COc1ccc(CN2CCNC(=O)C2CC(=O)N2CCCO2)c(OC)c1 (configuration not stated),11,-4,-16
O=C1NC2(CCOc3ccccc32)C(=O)N1Cc1coc(-c2cccs2)n1 (configuration not stated),2,4,·
CCCc1[nH]n(-c2cccc(Cl)c2)c(=O)c1/C=C1\NC(=O)N(Cc2ccc(C(F)(F)F)cc2)C1=O,18,-6,-7
CC1CC(C)CN(c2nc(N)ncc2[N+](=O)[O-])C1 (configuration not stated),-2,-3,-5
O=C1C(Cl)=C(NCCN2CCOCC2)C(=O)c2ncccc21,14,11,·
CC(C)Cc1cc(C(=O)N2CCC(CCC(=O)N3CCN(c4ccccc4)CC3)CC2)n[nH]1,3,-7,-11
CN(C)Cc1nc(C(=O)N2CCCC(Nc3ccccc3)C2)cs1 (configuration not stated),0,-3,-15
Cc1ccc([C@H]2[C@@H](C#N)[C@H](C#N)N3CCCN23)cc1,1,-13,·
CCCCCCCCCCOc1ccc(C2=N/C(=C\C(C)=C\c3ccccc3)C(=O)O2)cc1,25,-5,-7
Cc1ccc(C(=O)N(C)C(C)c2ccon2)cc1N1CCNC1=O (configuration not stated),2,-5,-13
CC(C)(C)C1CN(Cc2cccc(F)c2)C(=O)c2cccnc2O1 (configuration not stated),-3,-5,-7
Clc1ccc(OCC#CCn2ccnc2)cc1,2,-9,·
O=C(CSc1ccc(-c2ccc(-n3cccn3)cc2)nn1)Nc1ccccc1,-2,-6,-6
COc1cccc(C(=O)N(CC(=O)N2CC(=O)N(c3cccc(Cl)c3C)C2)Cc2ccccc2)c1,·,-11,-6
CCOCCCC(=O)N1c2c(c(C)nn2C)N(C(=O)OC(C)(C)C)CC1C (configuration not stated),1,-4,·
Cc1nn(C)c(Cl)c1CN1CCCC(C(=O)Nc2ccc(-c3cscn3)cc2)C1 (configuration not stated),5,-8,·
O=C(Nc1cccc(-c2ccc(F)cc2)c1)C1CCCN1C(=O)c1ccncc1 (configuration not stated),-3,2,·
O=C(c1scc2c1OCCO2)N1CCCCCC1,-5,-7,·
CN(Cc1ccc(-n2cccn2)cc1)Cc1ncccc1C(=O)O,-1,3,·
CCn1nc(C)c(NC(=O)CN2CC[C@@H](F)C2)c1C,3,0,·
CCCCOc1ccc(NC(=O)c2cc3ccccc3oc2=O)cc1,22,-3,-8
COc1ccc(-n2nc(C(=O)NCC3CCCO3)c(=O)n(Cc3ccccc3F)c2=O)cc1 (configuration not stated),12,-1,-3
O=C(c1cc2cc(F)ccc2[nH]1)N1CCOC(CO)C1 (configuration not stated),-1,-6,·
COc1ccc(N2CCN(CCc3c[nH]c4ccc(NC(=O)c5cc(F)cc(F)c5)cc34)CC2)cc1,13,3,-4
Cc1ccc(NC(=O)N2CC(S(=O)(=O)N3CCN(C(=O)OC(C)(C)C)CC3)C2)s1,-2,-5,·
CC(NS(=O)(=O)c1ccc(Cl)s1)C1CC2CCC1C2 (configuration not stated),-1,-3,-4
Cc1ccccc1CSc1nc2c(c(=O)n1CCc1ccccc1)SCC2,6,-6,-7
Cc1cc(=O)n2nc(N3CCNC(=O)C3)sc2n1,-1,-2,·
CNc1cc(-c2cccc(F)c2)ncn1,6,-10,·
O=C1C(=Cc2ccc(-c3ccccc3)cc2)CS(=O)(=O)c2ccc(F)cc21,0,-7,·
CCN(CC)CCN(C(=O)CN1C(=O)CCC1=O)c1nc2cc3c(cc2s1)OCO3,-4,-10,-7
O=C(CN(C(=O)c1cccc(C(F)(F)F)c1)C1CC1)N(Cc1ccc2c(c1)OCO2)Cc1cccs1,·,-4,-4
Cc1ccc(-n2cc(-c3ccc(Cl)cc3)nc2NC(=O)CNCCN(C)C)cc1,24,-7,·
CC(C)N1CCC(=O)NC1=O,2,3,·
CC1C(=O)N(c2ccc(-c3ccccc3)cc2)CCN1Cc1c(F)cccc1F (configuration not stated),0,-4,·
# The results go on:
SMILES,NPYLR7 ag,hcGAS lum,mcGAS inh
CN1CC(=O)N(CN2CCCC2c2nc3ccccc3s2)C1=O (configuration not stated),1,0,·
O=C(NC(c1ccccc1)c1ccsc1)C1CCN(CCCOc2ccc(F)cc2)CC1 (configuration not stated),8,-5,-2
C=CCNc1nnc(SCC(=O)NC(=O)NC2CCCCC2)s1,7,-2,·
COCCN(CCc1nc(-c2cc(OC)cc(OC)c2)no1)C(=O)C1CC1,·,-6,-4
CC(C)C(=O)N(Cc1cc(NC(=O)c2cccs2)ccc1N(C)C)CC1CC1,1,-4,-5
N#Cc1ccccc1C(=O)N1CCN(Cc2ccc(-c3noc(C4CCCC4)n3)cc2)CC1,·,-13,-5
C=CCn1c(SCc2cc(=O)[nH][nH]2)nc2sc3c(c2c1=O)CCCC3,4,-4,-5
Cn1cc(CN(C(=O)C(O)c2ccc(C(F)(F)F)cc2)C2CC2)cn1 (configuration not stated),10,-6,·
CCN(CC)C(=O)c1cn[nH]c1-c1ccc(Cl)cc1,0,0,·
COc1ccc(C(C)=O)cc1Cn1cc(C(=O)NCc2cccc(C(F)(F)F)c2)sc1=O,7,-7,·
COc1ccc(CCNC(=O)c2ccc(-c3cccc(C(F)(F)F)c3)s2)cc1OC,21,-2,-5
COc1ccc(OC)c(C(C)NCC(O)c2ccccc2)c1 (configuration not stated),0,0,·
CCOc1nn(CC)cc1C(=O)NC1CCCCC1,1,-4,·
CCc1ncc(CN2CCN(Cc3cccc(C)c3)CC2)cn1,0,1,·
O=C(CN1CCN(c2ccc(O)cc2)CC1)N1CCCCCC1,4,-1,-6

# The last 5 entries of the section before come first, to join the parts.
SMILES,NPYLR7 ag,hcGAS lum,mcGAS inh
COc1ccc(CCNC(=O)c2ccc(-c3cccc(C(F)(F)F)c3)s2)cc1OC,21,-2,-5
COc1ccc(OC)c(C(C)NCC(O)c2ccccc2)c1 (configuration not stated),0,0,·
CCOc1nn(CC)cc1C(=O)NC1CCCCC1,1,-4,·
CCc1ncc(CN2CCN(Cc3cccc(C)c3)CC2)cn1,0,1,·
O=C(CN1CCN(c2ccc(O)cc2)CC1)N1CCCCCC1,4,-1,-6
COc1cc2c(c(OC)c1OC)C(c1cccc(O)c1)CC(=O)N2 (configuration not stated),-18,-7,·
COc1ccc(-c2csc(-c3c(N)c(C(=O)c4ccccc4)n4ccccc34)n2)cc1,-1,-5,-9
CNC(=O)c1ccc(CN(C)Cc2ccc3c(c2)nnn3C)cc1,-1,-8,-16
CC1CCN(S(=O)(=O)C2CCS(=O)(=O)C2)CC1 (configuration not stated),·,-6,-6
Cc1nccn1CCCN1CCCCC1c1ccccn1 (configuration not stated),8,-7,-12
CCCN(CC(=O)Nc1cc(-c2ccccc2)nn1-c1ccc(F)cc1)C(=O)Nc1cccc(CC)c1,17,-7,-4
CC(CNC(=O)c1ccc(CN2CC(C)OC(C)C2)cc1)CN1CCCC1=O (configuration not stated),1,-3,·
CCC(C)NC(=O)c1cc(NC(=O)Nc2ccccc2C(F)(F)F)ccc1N1CCc2ccccc2C1 (configuration not stated),1,-13,-6
CCOc1ccccc1NC(=O)N(CC(=O)N1c2ccccc2-n2cccc2C1c1cc(OC)ccc1OC)C1CC1 (configuration not stated),-7,2,-3
O=C(Nc1cccc(C2=NCCN2)c1)Nc1cccc(C2=NCCN2)c1,-18,8,·
O=C(CN(CCCN1CCOCC1)C(=O)Nc1ccccc1F)N(Cc1ccc2c(c1)OCO2)Cc1ccco1,-6,-7,-3
NC(=O)C(NC(=O)C=C(C1CC1)C1CC1)c1cccc(Br)c1 (configuration not stated),2,-5,·
CCOc1ccc(C2=NOC(C)C(=O)N2Cc2ccccc2)cc1 (configuration not stated),0,-4,·
COc1cnc(-c2cccc(C(=O)N(C)C)c2)c(NC(=O)C(C)C)n1,-28,-3,-4
Fc1cccc(CSc2nc(Oc3ccc(Cl)cc3)cc(C(F)(F)F)n2)c1,0,3,-1
CCN(CC)S(=O)(=O)c1cc(C(=O)N(C)C2CCC(C)CC2)ccc1Cl (configuration not stated),-4,-6,·

# Rewritten with two lines to a compound: six of the compounds above.
# Each structure is followed by: NPYLR7 ag, hcGAS lum, mcGAS inh
- CCC(C)NC(=O)c1cc(NC(=O)Nc2ccccc2C(F)(F)F)ccc1N1CCc2ccccc2C1 (configuration not stated)
  1, -13, -6
- O=C(Nc1cccc(C2=NCCN2)c1)Nc1cccc(C2=NCCN2)c1
  -18, 8, ·
- COc1cnc(-c2cccc(C(=O)N(C)C)c2)c(NC(=O)C(C)C)n1
  -28, -3, -4
- O=C(CN(CCCN1CCOCC1)C(=O)Nc1ccccc1F)N(Cc1ccc2c(c1)OCO2)Cc1ccco1
  -6, -7, -3
- CC(CNC(=O)c1ccc(CN2CC(C)OC(C)C2)cc1)CN1CCCC1=O (configuration not stated)
  1, -3, ·
- COc1cc2c(c(OC)c1OC)C(c1cccc(O)c1)CC(=O)N2 (configuration not stated)
  -18, -7, ·
